PERK inhibitor = blocks human PERK kinase | inhibition, % at 5.6 µM | Q9NZJ5 | CHO PERK-DD fusion, SEAP luminescence translation reporter | actives 0.17% (n = 220,000);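 active = inhibition above the mean inhibition of all tested compounds plus 3 SD, set separately per screening campaign, cut at about 2.9% in these data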;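 also: PERK kinase domain activated by AP20187 dimerizer at 100 nM; 0% = DMSO with dimerizer and 100% = rapamycin at 8.4 µM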
FXIIa inh = factor XIIa (human) inhibition; purified FXIIa, Boc-QGR-AMC fluorogenic substrate, 2 h; P00748; inhibition, % at 5 µM; actives 0.3% (n = 220,000); in the data active = inhibition above about 40%;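 also: 0% = enzyme with no compound and 100% = blank without enzyme; many of its hits are not listed in these tables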
thrombin 1536 = blocks human thrombin protease activity; actives 0.26% (n = 220,000); P00734; inhibition, % at 5 µM; AID 1046; alpha-thrombin, Boc-VPR-AMC fluorogenic substrate cleavage;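 active = inhibition at or above 40%; inactive = inhibition below 40%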;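 also: 0% = enzyme with no compound and 100% = wells without enzyme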
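Test system: human alpha-thrombin protein / Dosing: one concentration per compound, 5 µM, with 0.2% DMSO / Medium: pH 7.5 Tris-saline with Tween 20 / Benchmarks: no-compound enzyme wells and no-enzyme blanks / Read-out basis: percent inhibition of thrombin substrate cleavage / Timing: reaction at room temperature / Measured by: fluorescence, ex 355 nm, em 460 nm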
p97 ATPase inh = human p97 ATPase inhibition | recombinant p97 ATPase, Kinase-Glo ATP luminescence, 3 h | inhibition, % at 8 µM | actives 0.42% (n = 220,000); in the data active = inhibition above about 15%;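 also: 0% = DMSO vehicle and 100% = wells lacking enzyme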
Target sequence (P55072 whole entry, looked up): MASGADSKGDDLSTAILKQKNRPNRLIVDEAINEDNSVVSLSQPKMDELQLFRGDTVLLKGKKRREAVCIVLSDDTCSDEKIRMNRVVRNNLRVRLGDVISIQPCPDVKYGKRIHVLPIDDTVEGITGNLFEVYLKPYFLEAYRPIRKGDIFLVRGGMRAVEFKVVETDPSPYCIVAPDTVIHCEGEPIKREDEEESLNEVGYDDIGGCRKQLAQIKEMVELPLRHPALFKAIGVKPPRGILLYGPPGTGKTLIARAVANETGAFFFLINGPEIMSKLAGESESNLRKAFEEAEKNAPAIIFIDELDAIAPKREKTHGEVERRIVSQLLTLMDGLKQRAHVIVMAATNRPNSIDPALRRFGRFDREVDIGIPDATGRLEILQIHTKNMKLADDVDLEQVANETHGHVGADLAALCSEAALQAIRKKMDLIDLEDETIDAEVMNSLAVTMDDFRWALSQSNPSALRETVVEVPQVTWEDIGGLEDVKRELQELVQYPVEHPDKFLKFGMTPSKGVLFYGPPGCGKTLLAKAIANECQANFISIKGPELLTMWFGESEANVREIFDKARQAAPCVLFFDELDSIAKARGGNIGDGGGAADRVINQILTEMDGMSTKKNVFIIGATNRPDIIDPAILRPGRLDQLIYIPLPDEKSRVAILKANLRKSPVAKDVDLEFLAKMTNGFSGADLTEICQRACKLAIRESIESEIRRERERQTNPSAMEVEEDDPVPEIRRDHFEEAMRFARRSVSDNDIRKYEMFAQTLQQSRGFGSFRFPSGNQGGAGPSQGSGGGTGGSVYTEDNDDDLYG
KCC2 mod = modulators of human KCC2 chloride dependent transport. Q9H2X9. KCC2 cells, thallium flux FluoZin-2 fluorescence. B-score of Tl+ flux slope (higher = more flux/activation; lower = inhibition) at 10 µM. actives 2.2% (n = 190,000);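 active = thallium flux slope and its plate-corrected score both differing from the plate sample mean at a set confidence after two filtering rounds, in either direction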;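 also: slope of fluorescence scaled to starting intensity during 10 to 20 s after thallium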
FXIa inh 1536 = factor XIa (human) inhibition; P03951; purified FXIa, Boc-Glu-Ala-Arg-AMC fluorogenic substrate; inhibition, % at 5 µM; actives 0.14% (n = 220,000); AID 798;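 active = inhibition of at least 40%; inactive = inhibition below 40%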;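 also: fluorescence of freed AMC excited at 355 nm; 0% = enzyme without compound and 100% = no enzyme blank; many of its hits are not listed in these tables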
KLK5 inh = blocks human kallikrein 5 protease activity; Q9Y337; recombinant hK5, fluorogenic AMC substrate cleavage; inhibition, % at 5 µM; actives 0.59% (n = 210,000); AID 873;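 active = inhibition of 40% or more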;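 also: 0% = enzyme controls without compound and 100% = no-enzyme blanks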
Target sequence (Q9Y337 67-293 limits assumed): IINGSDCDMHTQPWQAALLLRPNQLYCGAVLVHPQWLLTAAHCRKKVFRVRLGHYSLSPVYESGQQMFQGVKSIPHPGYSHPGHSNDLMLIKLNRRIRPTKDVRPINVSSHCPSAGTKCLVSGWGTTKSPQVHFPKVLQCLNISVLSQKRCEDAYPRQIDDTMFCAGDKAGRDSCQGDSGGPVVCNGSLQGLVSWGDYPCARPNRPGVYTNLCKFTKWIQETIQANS
Wee1 stabilizer = inhibitors of human Wee1 degradation; P30291; HeLa Luc-Wee1K328M stability, luciferase luminescence; 100% = proteasome inhibitor MG132 effect; reporter increase, % at 5 µM; actives 1.2% (n = 220,000); AID 1321;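 active = activation above the mean of all tested compounds plus 3 SD, set per screening run, cut at about 8.8% in these data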;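 also: cells exposed to compound for 20 h before luminescence read; 0% = DMSO alone and 100% = MG132 at 30 µM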
Furin inhibitor = inhibitors of human furin | actives 0.061% (n = 220,000) | inhibition, % at 30 µM | purified furin, fluorogenic substrate cleavage | AID 463115; in the data active = inhibition above about 25%; also: inactives centre near -15
* = called active by the depositor; i = inactive; · = no result given; [ ] = remark or other dose.

SMILES	PERK inhibitor	FXIIa inh	thrombin 1536	p97 ATPase inh	KCC2 mod	FXIa inh 1536	KLK5 inh	Wee1 stabilizer	Furin inhibitor
Cc1cc(=O)[nH]c(-n2nc(C)c(Oc3ccccc3O)c2C)n1	1.2	8	3	4	0.62	1	-6	-3	-20
O=C1Nc2ccccc2OC1CC(=O)N1CCCC1 (stereo unspecified)	-0.2	20	0	2	-0.37	6	-1	-2	-22
Cc1cc(C)n(Cc2ccc(NC(=O)c3c([N+](=O)[O-])c(C)nn3C)cc2)n1	0.1	12	4	2	1.1	4	-9	-1	-15[20 µM]
COc1cc(CN2CCC(C(=O)N3CCC(C)CC3)CC2)cc(Br)c1O	-0.8	7	-8	0	0.011	-5	-27	-4	0
COc1cccc(C(=O)N2CCN(Cc3cc(Br)ccc3OC)CC2)c1	-1.0	8	-2	-8	-1.1	-1	-14	-1	-15[20 µM]
COc1ccc(C(=O)Nc2ccc3c(c2)nc(CCNC(C)=O)n3C)cc1	-0.4	3	15	-7	·	15	37	-2	-8[20 µM]
CCOC(=O)c1csc(Nc2nc3ccc(F)cc3s2)n1	-0.9	20	3	-2	27*	3	-65	0	-30
Cc1cc(O)c(C(C)C)cc1NS(=O)(=O)c1ccccc1	1.1	2	-6	5	-0.0079	-7	22	-2	-24[20 µM]
CC(=O)c1cccc(NC(=S)NNC(=O)c2ccco2)c1	-0.2	2	-4	3	-0.96	-4	-14	5	-22
CCOc1ccc(N(CC(=O)NC2CCCCCC2)S(=O)(=O)c2c(C)noc2C)cc1	0.9	12	-3	-3	-0.4	1	0	1	-9
CCOc1cc(/C=C2/NC(=O)N(CC(=O)OC)C2=O)ccc1OC	0.7	7	-3	5	0.85	-1	3	-1	-15
O=C(Cc1ccccc1)c1ccc(Cl)cc1	0.8	2	-12	-8	-0.28	0	-10	0	-11
Cn1cc(CN2C[C@H]3CC[C@H]2C3)c(-c2ccccc2F)n1	0.2	2	-10	0	·	-6	-4	1	-14
CCOC(=O)CNC(=O)CSc1nnc(Cn2c(=O)sc3ccccc32)n1C	0.2	-5	-1	-1	-1.5	-11	0	4	-14
COc1cccc(N2CCN(C(=S)NCCc3ccccc3)CC2)c1	0.7	-1	-1	-2	·	-5	-9	-1	-14[20 µM]
CCc1nnc(NS(=O)(=O)c2ccc(Nc3ccc4nonc4c3[N+](=O)[O-])cc2)s1	0.8	13	-15	5	0.29	3	10	-4	-27
O=C(CCc1ccccc1)Nc1c(F)c(F)c(F)c(F)c1F	1.0	18	-10	4	·	-4	-20	-2	-12
N#Cc1ccc(/C=C(\C(=O)C(=O)O)c2ccc3ccccc3n2)cc1	0.1	6	-3	-4	·	-1	2	1	-6
CCc1sc(C(=O)NCc2ccccc2)cc1C	0.5	5	-4	8	0.11	-2	-2	-4	-22
CCOC(=O)c1cc(=O)cc(C(=O)OCC)o1	0.9	6	1	5	·	4	4	-1	-16
O=C(Cn1c(=O)n(-c2ccccc2)c(=O)n1CC(=O)N1CCCCC1)N1CCCCC1	-0.8	8	18	4	0.9	9	-2	-1	-27
CC(=O)N1CCN(Cc2nc3cc(NC(=O)COc4ccccc4)ccc3n2C)CC1	2.0	5	-4	4	-0.18	-3	·	-2	-22
CCOc1cc(S(=O)(=O)N2CCC(c3nc4ccccc4s3)CC2)c(OCC)cc1S(=O)(=O)N1CCCCC1	0.9	10	-3	0	·	3	-15	-1	0
COC(=O)C1=C(C(=O)c2ccccc2)C(c2ccc(O)c(OC)c2)n2nnnc2N1 (stereo unspecified)	1.1	19	3	-3	0.77	7	-6	3	-3[20 µM]

Compounds listed so far with fluorine:
SMILES	PERK inhibitor	FXIIa inh	thrombin 1536	p97 ATPase inh	KCC2 mod	FXIa inh 1536	KLK5 inh	Wee1 stabilizer	Furin inhibitor
CCOC(=O)c1csc(Nc2nc3ccc(F)cc3s2)n1	-0.9	20	3	-2	27*	3	-65	0	-30
Cn1cc(CN2C[C@H]3CC[C@H]2C3)c(-c2ccccc2F)n1	0.2	2	-10	0	·	-6	-4	1	-14
O=C(CCc1ccccc1)Nc1c(F)c(F)c(F)c(F)c1F	1.0	18	-10	4	·	-4	-20	-2	-12

Additional structures.
SMILES	PERK inhibitor	FXIIa inh	thrombin 1536	p97 ATPase inh	KCC2 mod	FXIa inh 1536	KLK5 inh	Wee1 stabilizer	Furin inhibitor
Oc1c(C=Nc2ccccc2Cl)[nH]c2ccccc12	-0.7	3	-18	0	i	-3	-3	0	-8
COC(=O)C1=C(C(C)=O)C(c2ccc(C)cc2)n2nnnc2N1 (stereo unspecified)	1.4	8	-2	1	0.29	-6	12	-1	-7[20 µM]
NC(=O)c1cc(C(=O)c2ccc(Cl)cc2)c[nH]1	0.7	5	2	0	0.12	-1	-2	-2	-18
O=C(O)CCCCNS(=O)(=O)/C=C/c1ccccc1	0.3	6	-5	7	1.6	5	-3	1	-35
O=C(CN1C(=O)C(=O)N(Cc2ccco2)C1=O)c1c[nH]c2ccccc12	1.1	9	-3	9	0.37	2	1	-1	2
CCCCNc1cc(=O)n(C)c(=O)[nH]1	0.4	-1	-8	6	0.25	-8	-3	-1	-24
Cc1ccc(-c2csc(NC(=O)CN3C(=O)CCC3=O)n2)cc1	-0.2	7	-4	6	·	0	4	-1	-11
CCn1c(SCC(=O)NCc2cccs2)nnc1-c1ccncc1	-0.5	15	5	2	-0.91	2	-11	1	-12
CC1CCN(C(=O)C2c3ccccc3C(=O)N3CCc4ccccc4C23)CC1 (stereo unspecified)	-0.5	6	-2	-5	-0.15	8	1	-3	-18
O=C(CCS(=O)(=O)Cc1ccccc1)NC1CCCCC1	0.8	10	-1	-2	-4.1	0	-12	0	-20[20 µM]
CC1CCCCC1NC1=NCCS1 (stereo unspecified)	1.3	0	0	2	1.8	-10	-3	-1	-1[20 µM]
Cc1cc(C)n(C(=O)c2ccc(NC(=O)CC(C)C)cc2)n1	1.0	10	-5	5	·	-5	-11	2	0[20 µM]
Cn1c(CCN2CCCCC2)nc2cc(NC(=O)NC3CCCCC3)ccc21	·	18	2	·	·	1	-14	·	·
CCN1CCN(Cc2ccc(NC(=O)c3cc(NC(=O)c4ccno4)cc(OC)c3)cc2C(F)(F)F)CC1	·	0	-15	·	-0.56	-5	0	·	-30
CCN(CC)C(=S)NC(=O)c1ccc(Cl)cc1Cl	-0.9	-11	-4	-1	12*	1	-14	0	-7[20 µM]
Cc1nc(N=C(N)N)nc2c(C)cccc12	0.3	9	-2	1	-0.18	-3	9	0	-34
O=C(CCSc1ccccc1)Nc1ccccc1Br	1.9	9	-3	3	-0.082	3	4	0	-12
CCOC(=O)Cc1csc(/N=C/c2c(O)n(-c3ccccc3C(F)(F)F)c(=O)c3ccccc23)n1	1.2	13	2	-1	0.87	7	-10	1	-19
Cc1ccc2[nH]c(=O)c(CN(CC3CCCO3)C(=O)c3ccncc3)cc2c1 (stereo unspecified)	-0.2	9	3	-1	1.5	1	-1	2	-14[20 µM]
CCOC(=O)CN1C(=O)S/C(=C/C=C/c2ccc(N(C)C)cc2)C1=O	0.5	11	0	1	0.047	10	-15	3	-27
CCOC(=O)C1=C(CNC2CCCCC2)NC(=O)NC1c1cc(C)ccc1C (stereo unspecified)	0.1	11	-2	4	-0.094	4	4	3	-22[20 µM]
O=C1/C(=C/c2ccccc2)CSc2sccc21	-0.3	14	0	1	0.12	5	-15	-1	-20[20 µM]
CCOc1cc(C2C3=C(CCCC3=O)Nc3ccc4ncccc4c32)ccc1O (stereo unspecified)	0.4	4	-8	6	-0.018	-1	-7	1	-18
CCCCNC(=O)NCc1cnn(C)c1C	-0.4	16	1	-3	-0.083	14	-6	-2	-1
CCOc1ccccc1NC(=O)CC(O)(C(F)(F)F)C(F)(F)F	-0.4	8	-1	-8	·	-3	-11	0	-16[20 µM]
COc1ccc(CCNC(=O)C2CCCN(S(=O)(=O)c3cnc[nH]3)C2)cc1OC (stereo unspecified)	1.0	2	10	0	0.45	6	32	0	-4
COc1ccc(C(C(=O)NC2CCCC2)N(CC2CCCO2)C(=O)Cc2cccs2)cc1OC (stereo unspecified)	-0.7	4	-13	-7	0.31	-7	-2	-2	-18
Cc1cc(Br)ccc1NC(=O)c1ccccc1-c1ccccc1	-0.4	5	-9	-7	1.7	-3	-3	0	-8
COC(=O)C1CCN(c2c([N+](=O)[O-])cc(C(F)(F)F)cc2[N+](=O)[O-])CC1	0.1	19	2	-5	·	6	-4	1	-9[20 µM]
CC(C)(C)C1CCc2onc(C(=O)NCc3ccc(F)cc3)c2C1 (stereo unspecified)	-0.8	9	-2	-5	-0.66	-3	1	2	-20
CCNC(=O)NC(=O)C(C)Sc1nc2cc(C(=O)OC)ccc2c(=O)n1-c1ccccc1 (stereo unspecified)	-0.9	10	-2	0	0.76	-1	-9	6	0[20 µM]
CCOC(=O)c1cc(-c2ccccc2)nc2nc(N3CCCCC3)sc12	0.7	1	-14	4	-0.68	1	-34	1	-14
COC(=O)CCC(=O)Nc1sc(Cc2ccccc2)c(C)c1C(N)=O	0.2	5	-13	-3	-0.032	-1	2	2	-13
COc1ccccc1C(=O)C1CCCN(C(=O)CCC(=O)c2ccccc2)C1 (stereo unspecified)	-0.6	0	-6	-2	-0.24	-3	·	-1	-18
Cn1ccnc1C(=O)c1cc(SCC(=O)NCc2ccccc2)nc2ccccc12	0.6	6	1	0	-1.4	0	-2	-2	-9
N=C1C(c2ccccc2)=C(O)CN1c1cccc(S(=O)(=O)NCc2ccco2)c1	-0.1	10	3	2	0.062	0	-2	9.2*	-14
O=C1COc2ccc(C(=O)CSc3nnnn3-c3ccccc3)cc2N1	1.5	23	1	2	-0.63	11	-15	0	-9
COCCN1Cc2cccc(C(=O)Nc3cccc(-c4nc5ccccc5[nH]4)c3)c2C1=O	-1.4	3	-6	-6	-1.9	-2	-2	-2	-12
c1ccc(CNCCN2CCNCC2)nc1	1.5	0	-12	0	0.039	-9	-38	-2	-17
Cc1cc(N2C(=O)C(=O)/C(=C(/O)c3ccc(F)cc3)C2c2ccc(Cl)cc2)no1 (stereo unspecified)	1.0	-5	-3	6	-2.8	-6	3	-3	-21[20 µM]
COc1c(/C=N/Nc2ccc([N+](=O)[O-])cc2[N+](=O)[O-])c(C)nn1-c1ccccc1	0.0	4	-4	5	0.52	2	-3	-2	-8[20 µM]
CCOC(=O)c1[nH]c(C)c(CC(C)C)c1C	-0.2	5	-8	4	-1.2	2	-2	2	-18
Cn1c(SCC(=O)NNC(=O)c2ccc(Cl)cc2)nnc1-c1cccnc1	0.7	2	-12	2	0.11	-11	0	2	-14
COc1cc(C2Nn3c(nnc3-c3ccccc3OC)S2)ccc1O (stereo unspecified)	0.4	10	-1	3	0.41	1	-9	2	-10[20 µM]
CC1=Nc2ccccc2NC(=O)C1Sc1nnc(C)s1 (stereo unspecified)	1.2	9	-5	1	-0.23	-1	9	-2	-18[20 µM]

3 compounds out of the list above, ordered by the value under PERK inhibitor, low to high.
SMILES	PERK inhibitor	FXIIa inh	thrombin 1536	p97 ATPase inh	KCC2 mod	FXIa inh 1536	KLK5 inh	Wee1 stabilizer	Furin inhibitor
COc1cc(C2Nn3c(nnc3-c3ccccc3OC)S2)ccc1O (stereo unspecified)	0.4	10	-1	3	0.41	1	-9	2	-10[20 µM]
Cc1cc(N2C(=O)C(=O)/C(=C(/O)c3ccc(F)cc3)C2c2ccc(Cl)cc2)no1 (stereo unspecified)	1.0	-5	-3	6	-2.8	-6	3	-3	-21[20 µM]
CC1=Nc2ccccc2NC(=O)C1Sc1nnc(C)s1 (stereo unspecified)	1.2	9	-5	1	-0.23	-1	9	-2	-18[20 µM]

Compound activity deposited in PubChem BioAssay by several laboratories.
